Screening data from PubChem BioAssay.
sPLA2-III inh: Inhibits HGIII-sPLA2 liposome hydrolysis, primary screen; QFRET BODIPY PC-A2 liposome hydrolysis, fluorescence; inhibition, % at 12.2 µM; actives 0.56% (n = 370,000);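 active means inhibition above mean plus 3 SD of compounds lying within the high and low control bounds, cut at about 19% in these data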;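 further: 0% = median of test compound wells and 100% = no enzyme DMSO wells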
Target sequence (Q9NZ20 whole entry, looked up): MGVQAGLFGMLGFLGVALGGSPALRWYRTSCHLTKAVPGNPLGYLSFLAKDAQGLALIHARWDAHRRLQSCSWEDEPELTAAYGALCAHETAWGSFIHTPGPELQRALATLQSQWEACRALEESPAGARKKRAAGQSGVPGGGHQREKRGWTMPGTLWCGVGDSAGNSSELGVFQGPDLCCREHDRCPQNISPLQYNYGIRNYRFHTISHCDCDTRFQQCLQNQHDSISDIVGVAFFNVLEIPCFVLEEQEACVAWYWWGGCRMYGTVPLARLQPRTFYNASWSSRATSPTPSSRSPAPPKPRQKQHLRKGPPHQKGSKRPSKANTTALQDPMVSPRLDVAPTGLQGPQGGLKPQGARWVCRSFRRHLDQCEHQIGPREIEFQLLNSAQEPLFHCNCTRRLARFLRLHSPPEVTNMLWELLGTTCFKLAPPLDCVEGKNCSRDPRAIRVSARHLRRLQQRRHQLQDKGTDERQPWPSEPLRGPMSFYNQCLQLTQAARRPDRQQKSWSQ
ssDAF12 agonist: S. stercoralis DAF-12 activation, primary screen. actives 1% (n = 370,000). AID 652126. HEK293 ssDAF-12/GRIP1 lit1-tk-luc reporter, luminescence; % of 3 µM dafachronic acid response. activation, % at 6.8 µM;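 active means activation above the mean over all tested compounds plus 3 SD, cut at about 0.9% in these data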;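 further: 0% = DMSO-only wells and 100% = 3 µM delta7-dafachronic acid wells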
DAX1 inh-1: inhibitors of human orphan nuclear receptor DAX1 (NR0B1); HEK293 Gal4-DAX1 luciferase reporter, luminescence; inhibition, % at 6.75 µM; actives 0.99% (n = 340,000); AID 504766;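 active means inhibition above the mean over all tested compounds plus 3 SD, cut at about 4.2% in these data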;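 further: 0% = DAX1-transfected cells with DMSO and 100% = empty-vector control cells with DMSO; inhibition shows as a rise in luminescence from relieved DAX1 repression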
Target sequence (P51843 207-470 limits assumed): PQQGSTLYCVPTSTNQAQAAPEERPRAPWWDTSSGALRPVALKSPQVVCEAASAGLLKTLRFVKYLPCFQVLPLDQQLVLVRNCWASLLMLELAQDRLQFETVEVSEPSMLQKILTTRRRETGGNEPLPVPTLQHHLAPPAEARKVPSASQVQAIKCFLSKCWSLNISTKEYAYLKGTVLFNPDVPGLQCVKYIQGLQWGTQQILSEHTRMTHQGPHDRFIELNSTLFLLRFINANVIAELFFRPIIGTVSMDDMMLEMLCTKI
hcDAF-12 act: H. contortus DAF-12 activation, primary screen; activation, % at 6.8 µM; actives 1.4% (n = 370,000); HEK293 hcDAF-12 lit1-tk-luc reporter, luminescence; 0% DMSO, 100% Δ7-dafachronic acid; AID 652067;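 active means activation above the mean of all tested compounds plus 3 SD, cut at about 5.5% in these data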;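 further: 100% = response to 3 µM Δ7-dafachronic acid high control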
SMARCA2 act: increases SMARCA2 function in MMTV reporter cells; MG213 cells, MMTV-luciferase reporter, dexamethasone, overnight; activation, % at 9.1 µM; actives 1% (n = 370,000); AID 652017; in the data active means activation above about 7.8%;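 further: 0% = vehicle wells and 100% = reference activator wells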
hgDAF-12 ag: activates the H. glycines DAF-12 receptor ligand-binding domain; HEK293 GAL4-hgDAF12 UAS-luciferase reporter, agonist luminescence; normalized to butyrate control; activation, % at 6.8 µM; actives 1.8% (n = 370,000); AID 687014;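 active means activation above a cutoff set at the mean of all screened compounds plus 3 SD, cut at about 10% in these data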;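 further: 0% = DMSO wells and 100% = sodium butyrate wells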
NPR1 activator: GC-A (human) enzyme activation; HEK293 GC-A cells, cGMP TR-FRET, EC30 ANP; 0% at EC30 ANP, 100% saturating ANP; AID 1671463; actives 0.14% (n = 370,000); activation, % at 10 µM; P16066; in the data active means activation above about 40%
GC-B act: GC-B (human) receptor activation. HEK293-GC-B cells, CNP EC30, cGMP TR-FRET; 0% at EC30 CNP, 100% saturating CNP. actives 0.11% (n = 370,000). activation, % at 10 µM. AID 1920062;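 active means activation at 10 µM reaching about 35% in either raw or pattern-adjusted values, limit read from the data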
KLK7 zymogen act: activates the human kallikrein-7 zymogen. P49862. purified proKLK7, EDANS-DABCYL substrate fluorescence; 100% is mature enzyme control, 0% vehicle. activation, % at 7 µM. actives 0.9% (n = 370,000);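 active means activation above the mean of all tested compounds plus 3 SD, computed per campaign excluding outliers beyond control limits, cut at about 13% in these data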
Target sequence (P49862 whole entry, looked up): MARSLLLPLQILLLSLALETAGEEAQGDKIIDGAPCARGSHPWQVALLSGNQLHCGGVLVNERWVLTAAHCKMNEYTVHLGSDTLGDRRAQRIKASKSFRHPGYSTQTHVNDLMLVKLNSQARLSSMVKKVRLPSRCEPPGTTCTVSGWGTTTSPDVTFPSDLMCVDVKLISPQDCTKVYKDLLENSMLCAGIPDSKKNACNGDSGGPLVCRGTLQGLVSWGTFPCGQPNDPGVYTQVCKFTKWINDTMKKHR
GAA850 FXN act: activators of GAA850 frataxin (FXN) promoter; HEK293 lucGAA850 FXN promoter luciferase reporter, 24 h; percent of 10 µM SAHA response; activation, % at 6 µM; actives 0.56% (n = 360,000); AID 540364;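 active means activation above the average of all compounds screened plus 3 SD, cutoff fixed separately per campaign, cut at about 7.5% in these data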;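 further: 0% = DMSO wells and 100% = 10 µM SAHA wells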
DAX1 inh-2: blocks DAX1 repression of SF-1 activated StAR promoter | inhibition, % at 6.8 µM | AID 652010 | actives 1.1% (n = 370,000) | HEK293T StAR-luciferase reporter, SF-1/DAX-1 repression relief;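 active means inhibition above the mean over all tested compounds plus 3 SD, cut at about 3.6% in these data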;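 further: 0% = DAX-1 cells with DMSO and 100% = cells lacking DAX-1 with DMSO; higher inhibition means more luminescence from relief of DAX-1 repression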
* = called active by the depositor; x = not tested or not shown.

structure	sPLA2-III inh	ssDAF12 agonist	DAX1 inh-1	hcDAF-12 act	SMARCA2 act	hgDAF-12 ag	NPR1 activator	GC-B act	KLK7 zymogen act	GAA850 FXN act	DAX1 inh-2
CCOC(=O)c1nn(-c2ccccc2C)c(=O)c(C#N)c1C	-27	-1.2	0.0	-0.7	-2	-2.4	-4	-3	5.7	1.6	-0.1
Cc1cccc(-n2ncc3c2CCCC3NC(=O)C2=CC(=O)CC(C)(C)O2)c1C (stereo unspecified)	10	-1.6	-1.5	-2.2	-3	-2.6	2	8	-0.5	0.1	-2.7
Cn1nccc1NC(=O)NC(=O)c1c(Cl)cccc1Cl	1	-1.2	-1.9	0.5	2	1.6	-2	1	0.3	1.3	0.3
CCOc1cc(-c2cc(-c3ccc(NC(C)=O)cc3)nc(N)c2C#N)ccc1O	-25	-2.1	-3.7	-4.7	-2	-6.4	17	7	-8.3	1.3	-1.4
S=c1[nH]ncn1/N=C/c1ccco1	-4	-0.7	1.8	-1.8	-4	3.3	4	5	0.0	-0.2	0.3
O=C(CN1CCN(S(=O)(=O)c2cccc(Cl)c2)CC1)N1CCCCC1	9	-1.4	0.6	-0.9	0	-0.6	1	4	0.2	0.1	-1.1
N#Cc1cccc(C#N)c1Oc1ccc(S(=O)(=O)Nc2ccc(Cl)cc2)cc1	-33	-1.5	-0.1	-1.6	-3	-2.4	0	-9	0.2	0.6	0.4
CC1(C)C(=O)Nc2ccccc2N1C(=O)COC(=O)CNS(=O)(=O)c1ccc(F)c(F)c1F	-20	-1.1	0.8	-0.1	-1	-1.1	1	-4	-0.2	1.1	-1.0
COc1cc2c(cc1OC)C[N+](C)(C)CC2	8	-0.7	0.8	0.6	0	3.7	2	-5	1.1	-0.7	1.1
CC1CN(CC(O)c2ccc(Br)cc2)CCO1 (stereo unspecified)	13	-0.7	2.1	0.1	-4	-3.5	1	-4	0.1	5.9	0.8
CCn1cc(S(=O)(=O)c2ccc(OC)cc2)c(=O)c2cc(F)c(N3CCN(C)CC3)cc21	3	-1.6	0.1	-1.4	-3	0.8	2	0	9.8	-0.8	-2.6
O=C(NCc1cccnc1)c1ccc(N2CCOCC2)c([N+](=O)[O-])c1	2	-1.7	-1.2	-3.3	-2	-1.7	7	9	-0.1	1.9	-0.5
NNC(=O)c1ccc(OCC2CC(c3ccc(Cl)cc3)=NO2)cc1 (stereo unspecified)	6	-1.7	-1.4	-1.3	0	1.1	-2	-1	-0.5	0.9	-0.9
CC(C)(C)c1ccc(C(=O)NNC(=O)C(=O)N2CCCCC2)cc1	-6	-0.9	0.8	0.0	8	4.3	-3	5	0.4	-0.9	0.5
Cn1c2c(c3ccccc31)CCN=C2c1ccccc1	-3	-0.1	-0.6	1.1	0	2.2	3	4	-0.2	0.5	0.0
CC1(c2ccccc2)CC(C)(C)N2C(=O)C(=O)c3cccc1c32 (stereo unspecified)	7	-1.8	-0.8	-1.2	-1	0.4	-2	2	0.3	0.3	-0.3
Cc1ccc(C)c(N2CCN(C(=O)CCc3nc(-c4ccccc4Br)no3)CC2)c1	-6	-1.1	2.1	-0.1	2	6.5	3	10	0.3	1.8	-0.3
C1CN(CC2COC(CN3CCOCC3)CO2)CCO1 (stereo unspecified)	3	-1.1	0.0	0.4	-1	-3.1	2	1	0.0	-1.4	1.4
CCN(C(=O)CN1CCN(c2ccccc2)CC1)c1c(N)n(Cc2ccccc2)c(=O)[nH]c1=O	0	-1.1	0.1	-2.5	-2	-3.0	-1	6	0.8	-1.6	0.2
CCOC(=O)N1CCN(C(=O)c2cn(CC)c3ccc(S(=O)(=O)N4CCC(C)CC4)cc3c2=O)CC1	8	-1.2	-0.3	-2.3	-1	-1.2	0	3	1.0	-1.2	-0.1
C=CCn1cc(-c2cccc(Cl)c2)cc(C#N)c1=O	5	-1.4	0.9	-1.2	0	-1.6	5	6	3.6	-0.8	-0.4
CN1C(=O)C(c2ccccc2[N+](=O)[O-])C(=O)c2ccccc21 (stereo unspecified)	-4	-0.9	-0.4	0.1	0	-0.9	-2	5	0.4	-0.9	0.1
CCOc1ccc(NC(=O)CCS(=O)(=O)c2ccc(C)cc2)cc1	-6	-0.8	0.0	-0.4	-1	-3.8	1	3	-0.1	-0.1	-0.5
COc1ccc2oc(C(=O)NCC3CCCO3)c(C)c2c1 (stereo unspecified)	0	0.6	1.3	12*	3	6.4	1	1	0.9	3.5	6.5*
CCOC(=O)C1CCN(c2cc(=O)n(C3CCCCC3)c(=O)[nH]2)CC1	2	-1.0	0.5	-1.9	2	1.4	2	3	-0.1	-1.5	0.8
N#CC1=C(N)Oc2n[nH]c(-c3cccs3)c2C1c1ccco1 (stereo unspecified)	-8	-1.1	-0.4	-0.9	1	1.6	-6	-4	0.5	-0.5	0.1
COc1ccc(CNc2cc(C)ccn2)c(O)c1	-6	-1.3	-0.2	-1.3	0	-0.7	-1	-4	0.0	-0.9	-0.2
CC1S/C(=C(\C#N)C(=O)NCc2ccco2)N(Cc2ccco2)C1=O (stereo unspecified)	-28	0.1	1.1	3.6	0	2.4	7	4	0.3	-2.6	0.6
Clc1ccc2nc(-c3ccco3)c(Cc3ccccc3)n2c1	-3	-0.6	x	-1.7	3	1.2	11	17	0.0	x	1.1
Cc1cc(C)c(NC(=O)CSc2nnc(-c3ccccn3)n2N)c(Cl)c1	11	-0.9	-1.9	-1.1	-6	1.1	1	3	0.0	0.1	0.2
O=C(CSc1cn(CC(=O)N2CCCCC2)c2ccccc12)NCC1CCCO1 (stereo unspecified)	-5	-1.6	-0.9	1.4	-2	1.2	3	3	0.5	1.3	0.0
Cc1nc(C(=O)NCc2ccccc2)sc1C1(C)CC(c2ccccc2)=NO1 (stereo unspecified)	-1	-1.4	0.1	-2.4	-2	-2.7	1	1	0.3	-0.3	-0.8

Entries listed above shown as hits in DAX1 inh-2:
smiles,sPLA2-III inh,ssDAF12 agonist,DAX1 inh-1,hcDAF-12 act,SMARCA2 act,NPR1 activator,GC-B act,KLK7 zymogen act,DAX1 inh-2
COc1ccc2oc(C(=O)NCC3CCCO3)c(C)c2c1 (stereo unspecified),0,0.6,1.3,12*,3,1,1,0.9,6.5*

Following part:
structure	sPLA2-III inh	ssDAF12 agonist	DAX1 inh-1	hcDAF-12 act	SMARCA2 act	hgDAF-12 ag	NPR1 activator	GC-B act	KLK7 zymogen act	GAA850 FXN act	DAX1 inh-2
Cc1ccc(C(=O)OC2CCS(=O)(=O)c3sccc32)cc1 (stereo unspecified)	-3	-1.4	0.0	-2.0	1	1.3	0	6	0.4	1.6	-0.6
COc1ccc(-c2nc3c4ccccc4ccn3c2C=O)cc1	19	-0.1	-0.3	2.9	-3	3.8	5	-2	-0.5	2.3	-0.2
O=C(O)c1cc([N+](=O)[O-])c(Sc2nc3ccccc3[nH]2)c([N+](=O)[O-])c1	3	-0.3	2.1	2.0	2	0.2	4	8	-0.2	0.3	-0.5
COc1ccccc1/C=C1\SC(=S)N(CCC(=O)NCCCn2ccnc2)C1=O	-14	-1.8	-0.5	-4.9	-3	-7.4	-2	-2	0.5	-1.8	-2.2
COc1ccc(OC)c(C2C(C(=O)Nc3ccc(F)cc3)=C(C)Nc3nc(CCCO)nn32)c1 (stereo unspecified)	-1	-1.1	1.9	-1.5	-1	-2.0	2	-2	0.6	-1.0	0.8
COc1cc2ccc(=O)oc2cc1OCC(O)C(C)(C)O (stereo unspecified)	2	-1.7	3.0	-1.2	2	1.0	1	3	21*	-1.1	0.2
O=S(=O)(c1ccc(F)cc1)N1CCC(n2cnc3ccccc32)CC1	0	-1.0	-0.6	0.8	0	1.1	-1	0	-0.4	-1.0	0.1
CC(C)N(C(=O)[C@H]1C[C@H](CC(=O)NCCC2=CCCCC2)C(=O)N2CCc3c([nH]c4ccc(Cl)cc34)[C@]12C)C(C)C	11	-0.1	0.8	1.5	-4	0.0	-7	2	7.0	-1.7	-0.3
NC(=O)CC(NC(=O)Cc1ccc(Cl)cc1)c1ccc(NCC2CC2)c([N+](=O)[O-])c1 (stereo unspecified)	2	-1.0	-0.4	-2.6	2	-0.4	-1	-2	0.1	-1.8	-0.1
CC(C)CN(C(=O)c1cccc(F)c1)c1c(N)n(CC(C)C)c(=O)[nH]c1=O	5	-0.9	-1.0	-0.9	-1	-1.2	4	1	0.0	-0.9	0.1
COc1ccccc1CN1CCC(CNS(=O)(=O)c2cc(-c3cc(C)no3)ccc2C)CC1	-31	-1.7	1.0	-0.1	1	-0.2	-19	-12	0.3	-2.6	-0.3
CCCN1CCN(C(=S)Nc2ccccc2C(F)(F)F)CC1	0	-1.7	1.2	-0.7	-1	1.5	7	4	-0.8	0.1	-0.2
CCOC(=O)C1=C(C)NC(=S)NC1c1cccs1 (stereo unspecified)	10	-1.6	-1.3	-1.0	1	-0.4	2	8	-0.3	0.3	-0.2
CCC(C(=O)Nc1c(C)cccc1C)n1c(-c2ccc(-c3ccccc3)cc2)nc2ccccc21 (stereo unspecified)	1	-1.0	x	-0.3	-4	3.4	-2	7	-3.3	x	0.4
CC(C)N1CCCCC(NC(=O)c2ccc(-c3ccccc3)cc2)C1=O (stereo unspecified)	-3	-1.3	x	-2.4	0	4.7	9	-2	-0.4	x	-0.4
Cc1ccc(SCC(=O)NCCC2=CCCCC2)cc1	9	-1.2	-0.1	-0.8	-3	0.5	1	6	0.3	1.3	-0.1
CCN(CC)C(=O)[C@H]1C[C@H](CC(=O)NCc2ccco2)C(=O)N2CCc3c([nH]c4cc(-c5ccco5)ccc34)[C@]12C	-12	-0.7	-1.9	-0.4	-3	-1.1	-3	3	112*	0.7	1.4
CCOc1ccc(-n2c(SCC(=O)NN=Cc3ccc(C(=O)O)cc3)nnc2-c2cccnc2)cc1	-2	-0.3	x	0.1	-2	0.4	2	5	0.4	x	-0.5
CCOC(=O)C1=C(Nc2ccccc2)CSC1	-2	-1.3	0.4	-0.5	-1	0.8	-1	4	-0.2	0.9	-0.3
Cc1nn(Cc2ccccc2)c2c1C(c1ccco1)C(C#N)=C(N)O2 (stereo unspecified)	-7	-1.4	-0.9	-0.5	0	-2.0	-3	0	0.6	0.1	0.1
O=C(c1cc2c(c(-c3cccc(-c4ccncc4)c3)n1)[C@@H](CCO)N(C(=O)c1ccc3c(c1)OCO3)C2)N1CCOCC1	-3	-0.5	x	2.8	8.1*	7.7	1	-5	0.5	x	3.7*
COCCn1cnnc1SCC(=O)c1ccc(S(=O)(=O)N2CCCC2)cc1	-19	-1.3	0.3	-1.4	1	1.2	7	3	-0.7	-1.6	-0.3
On1nnc2cc(C(F)(F)F)ccc21	7	-0.3	0.9	-0.9	-3	4.0	1	4	-0.7	1.6	-0.4

Some of these compounds in order of the ssDAF12 agonist value, rising:
molecule	ssDAF12 agonist
COc1cc2ccc(=O)oc2cc1OCC(O)C(C)(C)O (stereo unspecified)	-1.7
Cc1nc(C(=O)NCc2ccccc2)sc1C1(C)CC(c2ccccc2)=NO1 (stereo unspecified)	-1.4
CCC(C(=O)Nc1c(C)cccc1C)n1c(-c2ccc(-c3ccccc3)cc2)nc2ccccc21 (stereo unspecified)	-1.0

This is a random part of the collection (roughly 6.7% active in at least one column).
